XIAP displacement: XIAP antagonists, biochemical, IAP family, fluorescence polarization (AID 1018). XIAP BIR domain, fluorescence polarization peptide displacement; higher % means a stronger effect. one-dose displacement, % at 20 µM; IC50 in µM for titrated hits. hit rate 0.007% among 200,000; in the data active means displacement above about 50%; further: a part of the inactive calls stands beside numbers as strong as those of hits
CSM14.1 death rescue: rescue of cells from ER stress-induced death, primary screen, 384-well, CSM14.1, thapsigargin, ATP luminescence (AID 1222). cellular ATP content (survival), % at 20 µM; hits with a dose series show EC50 in µM. CSM14.1 thapsigargin-induced death rescue, ATP luminescence; higher % means a stronger effect. 190,000 tested, under 10 active;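 active means EC50 below 50 µM in the dose-response confirmation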;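 further: death triggered by thapsigargin at about 15 µM added after 2 h compound pretreatment; cell ATP read after overnight thapsigargin exposure of roughly 18 to 22 hours; normalized against plate controls of thapsigargin alone and 5% DMSO vehicle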
SIAH1 antagonists: Siah-1 peptide-binding antagonists, primary screen, biochemical, fluorescence polarization, rhodamine-plectin, uHTS (AID 1817) | Siah-1 / rhodamine-plectin peptide fluorescence polarization; higher % means a stronger effect | one-dose displacement, % at 20 µM; IC50 in µM for titrated hits | hit rate 0.02% among 290,000;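 active means displacement of at least 50% at 20 µM, with a fluorescence ratio check between 0.3 and a set limit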;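 further: plate controls were Siah plus tracer with DMSO for no effect and tracer alone without Siah for full effect; strong numbers were not always called active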
PMI inhibition: human PMI inhibitors, high substrate, primary screen, biochemical, fluorescence intensity, high mannose 6-phosphate (AID 1220); recombinant PMI enzyme, coupled fluorescence intensity; higher % means a stronger effect; inhibition, % at 20 µM; hits with a dose series show IC50 in µM; hit rate 0.66% among 190,000; in the data active means inhibition above about 50%
West Nile antiviral: West Nile virus antiviral activity, cell-based, CPE readout (AID 1621); West Nile virus-infected cells, CPE inhibition; higher % means a stronger effect; one-dose CPE inhibition, % at 10 µM; IC50 in µM for titrated hits; hit rate 0.02% among 290,000; in the data active means a potency from the dose series; inconclusive means CPE inhibition mostly from about 3.7% at the one dose, without a potency; inactive means the rest, 99 in 100 with CPE inhibition below about 2.2%; further: strong numbers were not always called active
Yfh1-off respiration: enhancers of respiration in Yfh1-depleted yeast, dose response, Friedreich's ataxia, plus single-dose screen (AID 1465); hit rate 0.074% among 220,000; S. cerevisiae Yfh1-off respiration, WST-1 reduction, 72 h; higher fold induction means a stronger effect; fold induction at 50 µM; hits with a dose series show EC50 in µM;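 active means fold induction of absorbance versus untreated yeast above a set limit, then at least 30% activation at any dose in follow-up; inconclusive means repeats straddling the limit, or above it without dose testing; inactive means fold induction below the set limit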;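 further: activators that raise dye reduction in frataxin-depleted yeast; strong numbers were not always called active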
M17LAP inhibition: P. falciparum M17LAP inhibitors, primary screen, biochemical, fluorogenic H-Leu-NHMec substrate, 1536-well (AID 1619); recombinant M17LAP, H-Leu-NHMec fluorogenic kinetic assay; higher % means a stronger effect; inhibition, % at 30 µM; hits with a dose series show IC50 in µM; hit rate 0.38% among 220,000;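 active means compound inhibiting the enzyme by more than half at any dose during confirmatory dose-response retesting; inconclusive means strong single-dose inhibitors picked by rank but not retested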;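 further: plate controls were full reaction with DMSO carrier for no effect and no enzyme background for full effect; strong numbers were not always called active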
P. falciparum M1AAP: P. falciparum M1AAP inhibitors, biochemical, fluorogenic H-Leu-NHMec substrate, 1536-well (AID 1445) | recombinant M1AAP, H-Leu-NHMec fluorogenic kinetic assay; higher % means a stronger effect | hit rate 0.42% among 220,000 | inhibition, % at 30 µM; hits with a dose series show IC50 in µM;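 active means primary inhibition above the hit cutoff, then over 50% inhibition at one or more dose response concentrations, cut at about 23% in these data, passing the limit was not always enough; inconclusive means conflicting primary data, or primary hits not chosen for dose response; inactive means low primary inhibition, or under 50% at every dose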;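 further: plate controls were DMSO full reaction for no effect and no enzyme background for full effect; strong numbers were not always called active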
Salmonella PhoP GFP: inhibitors of PhoP regulon expression, primary screen, Salmonella Typhimurium, GFP reporter (AID 1863) | inhibition, % at 50 µM; hits with a dose series show IC50 in µM | S. Typhimurium PhoP-regulated promoter GFP reporter, 4 h; higher % means a stronger effect | hit rate 0.16% among 300,000;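 active means inhibition over 29.93%, a cutoff 3 SD above the screen mean, later confirmed by dose response; inconclusive means inhibition over 29.93% but no dose response follow-up; inactive means inhibition at most 29.93% or unconfirmed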;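 further: 0% = low Mg2+ inducing control and 100% = high Mg2+ repressing control; strong numbers were not always called active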
* marks the source's active call; other numbers are inactive results; i = inactive; ? = inconclusive; / = not tested or not shown; & = joins results of further samples. An excerpt; count on the stated rates, not on these rows.

Compound	XIAP displacement	CSM14.1 death rescue	SIAH1 antagonists	PMI inhibition	West Nile antiviral	Yfh1-off respiration	M17LAP inhibition	P. falciparum M1AAP	Salmonella PhoP GFP
CCCCCP(=O)(O)c1ccccc1	-2.7%	0.5%	-3.0%	2.9%	-0.3%	i	3.1%	0.9%	-18.3%
COCCOC(=O)C1=C(N)Oc2c(c(=O)oc3ccccc23)C1c1ccncc1 (centres undefined)	1.5%	2.4%	1.8%	-1.0%	0.3%	i	2.2%	6.5%	-10.7%
COc1ccc(OC)c(CN2CCCC(C(=O)c3sccc3C)C2)c1 (centres undefined)	/	/	2.2%	/	-1.1%	i	-10.2%	2.8%	-1.8%
CC(C)n1nnnc1CN1CCN(C)CC1	-2.7%	-0.7%	0.0%	4.5%	0.3%	i	-3.2%	8.3%	-10.3%
COP(=O)(CC(=O)O)c1ccccc1 (centres undefined)	-3.1%	-3.0%	-6.0%	-4.2%	-0.5%	i	9.6%	13.3%	-13.5%
CC1(C)C2([N+](=O)[O-])CN3CC1([N+](=O)[O-])CN(C2)C3c1ccccn1 (centres undefined)	/	/	11.6%	/	0.2%	i	13.4%	1.8%	-0.4%
O=C(O)CCn1cc(C=C2C(=O)NC(=S)NC2=O)c(-c2cccc(Cl)c2)n1	-5.7%	0.9%	-1.3%	-0.6%	0.4%	i	30.7%	17.0%	-3.5%
Cn1c(=O)c2c(nc(N/N=C/c3c(O)n(-c4ccccc4)c(=S)[nH]c3=O)n2C)n(C)c1=O	-4.4%	-2.7%	-7.8%	23.6%	0.4%	i	23.6%	20.5%	-6.5%
CCC(=NCc1cc(OC)cc(OC)c1)c1c(O)n(C)c(=O)n(C)c1=O	-15.7%	-0.5%	-3.8%	7.3%	-1.1%	i	9.0%	-0.6%	9.2%
O=c1[nH]c(=O)n(Cc2ccccc2)c(O)c1C=NCCCO	-3.6%	/	0.7%	11.7%	-0.3%	i	-10.3%	4.9%	-11.3%
COc1cccc(N2C(=O)NC(=O)/C(=C/c3ccc4c(c3)Cc3ccccc3-4)C2=O)c1	5.4%	2.8%	0.9%	-15.2%	0.8%	i	6.0%	13.6%	-9.9%
CN1C(=O)NC(=O)C2(Cc3ccccc3N3CCOCC32)C1=O (centres undefined)	-3.2%	-0.1%	-2.0%	12.1%	-0.1%	i	2.5%	1.7%	6.1%
CC1(C)CN=C(NCc2ccccc2Cl)S1	-1.6%	2.2%	1.0%	3.5%	-0.5%	i	4.6%	5.7%	-1.5%
C[N+](C)(C)CCc1ccc(O)cc1	-9.2%	-0.7%	-0.6%	5.4%	/	/	-7.6%	-5.1%	8.6%
Cc1cccc(NC(=O)C(C)N2CC=C(c3ccccc3)CC2)c1 (centres undefined)	-4.4%	-1.2%	3.1%	4.6%	-0.8%	i	-3.1%	2.1%	4.3%
Cc1cc(/C=C2\C(=O)NC(=O)N(Cc3ccco3)C2=O)c(C)n1-c1ccc(O)cc1	-7.8%	0.7%	13.1%	26.5%	-0.3%	i	9.2%	7.7%	0.0%
O=C(CN1CCOCC1)c1cccc2ccccc12	-1.9%	-0.9%	4.8%	-62.2%	0.0%	i	13.3%	1.6%	19.3%
CC12CN3CC(C)(CN(C1)C31CCSCC1)C2=O	-4.8%	4.2%	-4.0%	-1.6%	0.3%	i	-1.9%	-1.4%	-6.0%
Cc1cccnc1-n1c(CN2C(=O)c3ccccc3C2=O)nc2ccccc2c1=O	-3.8%	0.7%	-0.4%	-4.2%	1.4%	i	-8.3%	7.2%	-10.5%
O=c1[nH]c(=S)n(-c2ccccc2F)c(O)c1C=NCc1ccco1	-5.9%	0.5%	14.4%	8.8%	-0.3%	i	24.2%	15.8%	-2.5%
CN1CCN(C(=O)Cc2ccccc2)CC1	/	/	12.6%	/	-0.1%	i	-5.4%	-1.8%	-2.9%
CCOc1ccccc1N1C(=O)NC(=O)/C(=C/c2ccc3c4c(cccc24)CC3)C1=O	-2.2%	-1.2%	3.8%	10.4%	0.3%	i	-27.7%	10.0%	5.3%
ClCCNc1nc2ccc(Cl)cc2[nH]1	0.0%	-1.2%	5.3%	-1.2%	-0.6%	i	-12.5%	0.4%	5.5%
O=C(COc1ccc(Cl)cc1Cl)N1CCN(C/C=C/c2ccccc2)CC1	-4.6%	-0.1%	-5.9%	-0.9%	-0.5%	i	-6.8%	2.9%	2.4%
C[C@]12CCC(=O)C[C@@H]1CC[C@@H]1[C@@H]2CC[C@@]2(C)[C@H]1CC[C@]2(C)O	-7.8%	-2.0%	0.5%	-10.3%	/	/	0.0%	9.2%	-10.7%
CCCCn1c(O)c(C(C)=NCCN2CCCCC2)c(=O)[nH]c1=O	-1.1%	-0.7%	-0.2%	1.1%	0.6%	i	6.8%	13.4%	-13.9%
CCC(=O)c1cc(F)c(N2CCN(CC)CC2)cc1C	-1.9%	-1.0%	2.4%	7.5%	-0.1%	i	9.8%	-0.2%	-7.7%
Cc1ccc(C(C)C)c(OCC#CCN2CCCC2)c1	-4.2%	-0.3%	4.9%	-0.4%	-1.2%	i	-5.3%	3.7%	5.4%
c1ccc2c(CN3CCCCCC3)c[nH]c2c1	-4.2%	0.0%	-4.6%	/	-0.8%	i	-2.6%	7.7%	-2.6%
CCCC(C)C1C(C#N)=C(N)Oc2c1c(=O)oc1ccccc21 (centres undefined)	-5.8%	-1.7%	-8.4%	-1.8%	0.2%	i	7.5%	0.2%	15.5%
C[N+](C)(C)c1ccccc1	-0.6%	-1.0%	0.4%	10.3%	0.8%	i	0.6%	10.6%	-4.8%
CCOC(=O)C1SC2(C(F)(F)F)CC1(O)c1c(C)cc(C)nc1O2 (centres undefined)	-3.7%	-1.9%	-2.0%	0.7%	0.3%	i	0.6%	3.5%	-2.4%
Cn1cccc1/C=C1\C(=O)NC(=O)N(Cc2ccccc2)C1=O	/	/	-0.9%	/	-0.1%	i	6.9%	1.8%	-6.0%
C/C(=N\N1CCCCCC1)c1c(O)n(-c2ccccc2C)c(=O)[nH]c1=O	/	/	1.6%	/	-1.0%	i	-3.4%	0.5%	-3.4%
O=c1c2ccccc2nc(-c2ccccc2)n1-c1ccc(O)cc1	-3.7%	-0.3%	7.2%	-2.5%	0.1%	i	0.2%	-1.8%	1.7%
CC(C)C12CN3CC(C(C)C)(CN(C1)C3c1cccnc1)C2=O (centres undefined)	-3.1%	-0.5%	3.0%	2.1%	-0.3%	i	0.8%	0.0%	-5.1%
O=C(Nc1cccc(C(F)(F)F)c1)c1cccn(Cc2ccc3c(c2)OC(F)(F)O3)c1=O	-1.7%	2.4%	-1.5%	15.1%	0.0%	i	0.3%	1.1%	2.5%
CCOc1ccc2nc(N3CCC(C(=O)N4CCC5(CC4)OCCO5)CC3)sc2c1	-0.8%	0.2%	2.8%	5.5%	-1.1%	i	8.1%	9.9%	3.8%
CCOP(=O)(OCC)C(NC(=O)c1cccc([N+](=O)[O-])c1)C(Cl)(Cl)Cl (centres undefined)	/	/	15.1%	/	0.1%	i	8.3%	7.2%	-6.3%
CCOC(=O)c1c(N)n(CCCOC(=O)c2ccco2)c2nc3ccccc3nc12	0.7%	-4.1%	2.6%	0.2%	0.4%	i	-408.6%	19.8%	3.5%
COc1ccccc1-n1c(O)c(C=NCc2ccc3c(c2)OCO3)c(=O)[nH]c1=O	-3.6%	-0.7%	-5.8%	-2.5%	-0.1%	i	-14.6%	-4.7%	-4.7%
CCCOP(=O)(O)c1c([N+](=O)[O-])cc(C(F)(F)F)cc1[N+](=O)[O-] (tested in a mixture with another compound)	-3.3%	-0.7%	0.0%	-38.7%	-0.4%	i	0.3%	1.6%	-2.0%
Cc1ccc(-c2nn(Cc3ccccc3)cc2C=O)cc1C	-10.2%	-2.7%	-3.3%	8.6%	-1.4%	i	14.4%	9.2%	10.1%
CCOC(=O)C(NC(=O)CCl)(Nc1ccc(C(O)(C(=O)OCC)C(F)(F)F)cc1)C(F)(F)F (centres undefined)	-2.7%	-2.0%	-0.1%	-0.4%	-1.2%	i	0.1%	4.2%	-0.6%
CN1C2CCC1CC(OC(=O)c1ccc([N+](=O)[O-])cc1)C2 (centres undefined)	-5.3%	-0.8%	3.1%	5.7%	-0.5%	i	6.5%	-0.2%	-5.2%
CCc1ccc(N2C(=O)NC(=O)C(Cc3ccc(OC)cc3OC)C2=O)cc1 (centres undefined)	-3.6%	0.5%	-3.1%	-23.6%	0.1%	i	14.3%	-2.2%	11.1%
C[C@@H]1O[C@@H](O[C@H]2C[C@@H](O)[C@]3(CO)[C@H]4[C@H](O)C[C@]5(C)[C@@H](C6=CC(=O)OC6)CC[C@]5(O)[C@@H]4CC[C@]3(O)C2)[C@H](O)[C@H](O)[C@H]1O	-6.8%	-4.2%	-4.8%	-0.6%	11.1%	i	-13.1%	3.7%	0.0%&-4.0%
CC(=O)N1CCN(CC(=O)Nc2ccc(C#N)c(Cl)c2)CC1	-3.8%	-1.4%	-1.5%	-1.8%	-0.6%	i	8.8%	12.1%	6.7%
N#CC(C#N)=NNc1ccc(-n2ccc(C(F)(F)F)n2)cc1	/	/	15.9%	/	?	i	18.6%	11.1%	-1.7%
Cc1cccc(CSc2nc3c(cc2C#N)CN(C)CC3)c1	-5.8%	-2.3%	-0.9%	21.7%	-0.1%	i	13.2%	2.9%	1.2%
CCC1(c2ccccc2)C(=O)N(C)C(=O)N(C)C1=O	-0.9%	-2.3%	2.4%	2.0%	-0.3%	i	-5.3%	10.3%	-1.2%
S=P(NC1CCCCC1)(N1CC1)N1CC1	/	/	-1.6%	/	0.7%	i	2.8%	6.4%	-3.1%
CN1CCN(S(=O)(=O)c2ccc(Cl)nc2)CC1	-1.8%	-2.2%	2.1%	3.4%	-0.2%	i	5.8%	4.3%	-3.1%
CCCCC1C(=O)NC(=S)NC1=O	-5.2%	0.2%	-3.0%	-104.7%	0.1%	i	20.4%	18.4%	-15.7%
C=CCn1c(O)c(/C(C)=N/N2CCN(C)CC2)c(=O)[nH]c1=O	/	/	11.6%	/	0.4%	i	8.5%	1.7%	-2.5%
O=P1(Oc2ccccc2)OCCCS1 (centres undefined)	/	/	8.3%	/	0.6%	i	-8.9%	-1.5%	0.2%

Assay outcomes from PubChem BioAssay.
